Rac1 mut GTP: modulators of GTP binding to human Rac1 activated mutant; GST-Rac1 activated beads, fluorescent GTP binding, flow cytometry; actives lie on both sides; 100% means binding = to untreated wells; P63000; percent activity (GTP binding), % at 10 µM; 190,000 compounds, 0.11% hits;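 active means GTP binding at least 20 percentage points away from the 100% baseline, in either direction, so actives lie on both sides; inconclusive means Compound likely fluorescent itself, or too few beads counted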
Rab2A wt mod: changes GTP binding to wildtype dog Rab2A, up or down. P61105. GST-Rab2 wt beads, Bodipy-GTP binding, flow cytometry. GTP binding activity, % at 10 µM. 190,000 compounds, 0.19% hits;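 active means GTP binding activity at least 20 points away from 100%, either lowered or raised; inconclusive means signal likely due to the compound's own green fluorescence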;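 further: 0% = beads with excess unlabeled GTP and 100% = no-compound control corrected for plate trend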
ABCB1 inh: human ABCB1 inhibition, ABCG2 as counter-screen; P08183; CCRF-Adr cells, JC-1 efflux, flow cytometry; inhibition, % at 6.6 µM; 190,000 compounds, 0.067% hits; in the data active means inhibition above about 40%;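 further: 0% = vehicle and 100% = reference inhibitor; higher value means more JC-1 retained so stronger ABCB1 efflux block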
Avidin bead fluor: compound fluoresces at 488/530 nm on avidin beads; fluorescence (KMESF) at 10 µM; compound fluorescence 488/530 nm, flow cytometry; hits give high values; AID 1775; 220,000 compounds, 0.38% hits; in the data active means fluorescence above about 47; further: inactives centre near 10
Rab7 wt modul: modulators of GTP binding to dog Rab7 wildtype GTPase; GST-Rab7 beads, fluorescent GTP binding, flow cytometry; actives lie on both sides; untreated = 100%, excess cold GTP = 0%; GTP binding activity (percent of control), % at 10 µM; 190,000 compounds, 0.055% hits; AID 758;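 active means fluorescent GTP binding to Rab7 beads changed by at least 20 points from the 100% baseline, either direction, mostly lower; inconclusive means compound itself probably fluorescent, or too few beads counted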;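 further: median green fluorescence of bound Bodipy-FL-GTP per Rab7 bead population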
GSH fluor: compound fluoresces at 488/530 nm on GSH beads | AID 1776 | 190,000 compounds, 0.25% hits | fluorescence (KMESF) at 10 µM | GSH beads flow cytometry, compound fluorescence 488/530 nm; hits give high values; in the data active means fluorescence above about 89;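 further: glutathione beads carrying GST-tagged Bcl family fusion proteins plus one bare bead set; values are compound well signal with DMSO vehicle wells as background; inactives centre near 16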
Pf gamet viab: kills late stage P. falciparum gametocytes; inhibition, % at 10.9 µM; AID 743093; P. falciparum stage V gametocytes, ATP luminescence, 24 h; 150,000 compounds, 0.065% hits;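 active means inhibition above the mean plus 3 SD of compounds within the control limits, set per campaign, cut at about 38% in these data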;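 further: 0% = DMSO wells and 100% = medium only without gametocytes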
HRas wt GTP: modulators of GTP binding to human HRas wildtype. P01112. GST-Ras wt beads, Bodipy-FL-GTP binding, flow cytometry; actives lie on both sides. GTP binding activity, % at 10 µM. 190,000 compounds, 0.14% hits;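 active means GTP binding activity at least 20% away from the 100% baseline, either lowered as inhibitor or raised as activator; inconclusive means flagged as likely green fluorescent, judged across all proteins in the well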;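 further: 0% = unlabeled GTP competition control and 100% = no-compound control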
ABCG2 inh: inhibitors of human ABCG2 transporter, ABCB1 counter-screen; Q9UNQ0; IgMXP3 cells, JC-1 efflux, flow cytometry; inhibition, % at 6.6 µM; 190,000 compounds, 0.1% hits; AID 1325;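 active means inhibition above 80%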;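 further: 0% = DMSO and 100% = nicardipine control wells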
Target sequence (Q9UNQ0 whole entry, looked up): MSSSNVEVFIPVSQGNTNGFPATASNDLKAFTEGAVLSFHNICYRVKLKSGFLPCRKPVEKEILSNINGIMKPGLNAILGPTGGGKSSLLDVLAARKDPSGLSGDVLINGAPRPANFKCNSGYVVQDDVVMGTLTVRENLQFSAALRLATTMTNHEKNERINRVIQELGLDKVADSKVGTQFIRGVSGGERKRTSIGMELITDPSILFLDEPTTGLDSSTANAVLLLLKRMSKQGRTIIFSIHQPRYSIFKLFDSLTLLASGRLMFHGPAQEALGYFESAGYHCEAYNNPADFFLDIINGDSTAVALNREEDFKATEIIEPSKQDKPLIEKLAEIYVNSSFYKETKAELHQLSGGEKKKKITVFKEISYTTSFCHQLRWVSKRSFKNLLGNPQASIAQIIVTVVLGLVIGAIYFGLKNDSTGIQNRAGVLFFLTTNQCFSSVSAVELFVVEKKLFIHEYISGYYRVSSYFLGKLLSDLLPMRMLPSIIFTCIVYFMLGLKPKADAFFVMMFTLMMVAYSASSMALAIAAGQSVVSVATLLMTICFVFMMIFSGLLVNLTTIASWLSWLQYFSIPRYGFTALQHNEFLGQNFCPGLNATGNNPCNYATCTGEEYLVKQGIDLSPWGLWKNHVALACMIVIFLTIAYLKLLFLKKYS
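Read-out basis: Efflux inhibition in percent versus controls | Test system: ABCG2 IgMXP3 and barcoded ABCB1 CCRF-Adr cell mix | Quantity: 3 million cells/mL in well | Schedule: 10 min at 25 °C | Control set: Nicardipine as high control, DMSO as low control | Reagent: JC-1 as fluorescent efflux pump substrate | Signal: Flow cytometry of retained JC-1 fluorescence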
Cdc42 wt GTP: changes GTP binding to wildtype human Cdc42; GST-Cdc42 beads, Bodipy-GTP binding, flow cytometry; actives lie on both sides; 190,000 compounds, 0.2% hits; P60953; percent activity (GTP binding), % at 10 µM; AID 761;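 active means percent activity GTP binding at least 20 points away from the 100% baseline, either down as inhibitor or up as activator; inconclusive means compound flagged as likely green fluorescent from well-wide comparison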;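 further: median bead fluorescence of bound Bodipy-FL-GTP at 100 nM; 0% = excess unlabeled GTP control and 100% = no compound control; below 100% means less GTP binding so inhibitor and above means activator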
Target sequence (P60953 whole entry, looked up): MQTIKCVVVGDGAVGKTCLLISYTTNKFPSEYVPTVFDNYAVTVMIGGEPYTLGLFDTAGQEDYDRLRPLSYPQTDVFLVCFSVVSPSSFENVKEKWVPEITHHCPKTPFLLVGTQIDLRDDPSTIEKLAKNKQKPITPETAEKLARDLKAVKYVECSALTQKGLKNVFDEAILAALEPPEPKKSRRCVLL
Rac1 wt GTP bind: alters GTP binding to wildtype human Rac1 | GST-Rac1 beads, fluorescent GTP binding, flow cytometry; actives lie on both sides; 0 = cold GTP competed, 100 = untreated | GTP binding activity (% of control), % at 10 µM | 190,000 compounds, 0.27% hits | AID 757;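 active means GTP binding activity at least 20 points away from the 100% control level, either lower or higher; inconclusive means compound flagged as likely green fluorescent, judged across all proteins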
* = called active by the depositor; ? = inconclusive; . = not tested or not shown.

item	molecule	Rac1 mut GTP	Rab2A wt mod	ABCB1 inh	Avidin bead fluor	Rab7 wt modul	GSH fluor	Pf gamet viab	HRas wt GTP	ABCG2 inh	Cdc42 wt GTP	Rac1 wt GTP bind
1	Cc1ccn2c(/C=N/OCc3cccc(F)c3)c(-c3ccc(Cl)cc3)nc2c1	96	100	0.2	10	98	9	-3	98	3	97	100
2	Oc1c(Br)cc(C2N=C(c3ccccc3Cl)NO2)cc1Br (stereo not given)	94	97	-0.2	.	98	13	.	98	2	95	95
3	COc1cc(C2Nn3c(nnc3-c3ccccc3OC)S2)ccc1O (stereo not given)	99	102	-0.1	20	101	12	7	99	0	103	105
4	Cc1cccc(C)c1OCC(=O)Nc1ccc(S(=O)(=O)Nc2ccccn2)cc1	98	98	1.0	5	96	5	13	99	10	99	101
5	COc1ccccc1NC(=O)COC(=O)CNC(=O)c1ccc(OC)c(OC)c1	96	98	0.4	5	100	24	.	99	4	100	99
6	CSc1ccccc1C(=O)Nc1nccs1	?	?	0.2	11	?	11	.	?	2	?	?
7	CC(C)c1nnc(NC(=O)C2CCN(c3cnccn3)CC2)s1	96	97	0.1	.	97	17	.	100	0	101	98
8	CCN1CCCC1CNC(=O)Cn1cccc1C(=O)c1ccccc1C (stereo not given)	102	100	0.2	9	101	17	.	102	1	104	106
9	O=C(Oc1ccccc1N1C(=O)C2CCCCC2C1=O)c1ccc(Cl)cc1 (stereo not given)	96	98	1.1	5	98	28	-16	98	3	99	100
10	COc1ccc(NS(=O)(=O)c2ccc(NC(=S)NC(=O)c3cccnc3)cc2)nn1	96	96	0.1	11	100	25	16	97	1	96	98
11	Cc1oc(-c2ccccc2Cl)nc1CN(Cc1ccccn1)C[C@@H]1CCC(=O)N1	96	96	0.2	10	98	17	-7	97	1	97	101
12	Cc1cccc(Cn2c(N3CCCCC3C)nc3c2c(=O)[nH]c(=O)n3C)c1 (stereo not given)	98	98	4.0	3	93	24	.	97	5	98	101
13	Cc1ccc(NC(=O)Nc2cc(S(=O)(=O)N(C)C)ccc2C)cc1	94	98	0.2	9	103	15	15	100	4	97	96
14	CC(=O)N1CCN(CC(=O)Nc2ccc(Cl)c(S(=O)(=O)N(C)C)c2)CC1	99	99	0.6	11	101	10	.	100	4	104	105
15	COc1ccccc1N1CCN(C(=O)c2ccc([N+](=O)[O-])s2)CC1	99	100	0.4	9	102	10	-10	101	27	104	104
16	CC1CCCN(C(=O)c2sc3cc([N+](=O)[O-])ccc3c2Cl)C1 (stereo not given)	98	100	0.6	6	98	18	-15	98	4	96	104
17	O=C(CN(C(=O)CCC(=O)Nc1ccccn1)c1ccc2c(c1)OCCO2)NCCc1ccccc1	99	101	0.5	24	98	11	9	102	2	101	103
18	Cc1ccc(OCCCC(=O)Nc2nc3ccccc3[nH]2)cc1	97	99	0.9	17	94	11	11	94	8	96	98
19	Cc1onc(-c2ccccc2Cl)c1C(=O)Nc1ccc2c(c1)OCO2	99	102	0.8	11	104	13	.	102	3	102	102
20	Nc1ccc(-c2nc3ncccc3o2)c(Cl)c1	93	91	0.3	7	97	20	-4	92	14	92	96
21	Cc1cc(NC(=O)Nc2cccc(C)c2C)no1	97	97	1.5	12	99	13	13	97	17	102	100
22	COCCNC(=O)c1cc2c(-c3ccc(Cl)cc3)nn(C)c2s1	?	?	0.2	8	?	20	.	?	1	?	?
23	O=C(Cc1c[nH]c2ccccc12)NC1(C(=O)NC2CCCCC2)CCCCC1	98	103	0.5	12	98	21	-4	102	13	104	104
24	Cc1cc(NC(=O)Cn2nc3c(cc2=O)CCCC3)ccc1Br	99	100	0.9	17	97	21	.	99	2	102	101
25	Cc1sc(NC(=O)CCC(=O)O)c(C#N)c1C	94	97	0.4	22	102	9	-22	96	2	94	95
26	O=C(COC(=O)c1ccccc1F)c1ccc(-n2nncc2-c2ccco2)cc1	93	95	0.4	13	94	50	.	97	6	99	97
27	O=c1oc2c3c(nn2c2ccccc12)CCCC3	99	101	-3.2	5	100	33	.	101	-3	100	102
28	Cc1cc(C)cc(N2C(=O)CC(N(C(=O)c3ccco3)c3cc(C)cc(C)c3)C2=O)c1 (stereo not given)	97	96	1.5	11	94	31	-28	97	1	98	97
29	COc1cccc(-n2nnnc2SCC(=O)N2CCCc3ccccc32)c1	92	94	3.4	9	95	24	.	97	17	95	91
30	CC(C)OCC(O)CSc1ccccn1 (stereo not given)	96	94	0.4	19	87	11	.	94	0	93	97
31	O=C(CC1(C(=O)O)CCCC1)N1CCOCC1	100	101	0.4	40	101	16	.	102	1	104	104
32	Cc1nn(-c2ccccc2)c2nc(C(F)(F)F)[nH]c(=O)c12	97	96	-0.1	9	98	17	-5	97	2	99	98
33	CS(=O)(=O)c1ccc(N2CCOCC2)c(S(C)(=O)=O)c1	100	98	0.0	11	95	41	.	97	0	100	99
34	CC(C)(O)C#Cc1ccc(CN2CCN(Cc3ccsc3)C(CCO)C2)cc1 (stereo not given)	96	97	0.1	11	98	9	.	98	0	98	102
35	COc1ccc(C(=O)Oc2ccc(F)cc2C(=O)/C=C/c2ccc(OC)c(OC)c2)cc1	97	99	1.5	13	94	11	.	96	22	102	101
36	O=C(c1ccc2c3c(cccc13)CC2)C1CCCN(C(=O)c2cc[n+]([O-])cc2)C1 (stereo not given)	100	98	0.6	10	95	14	8	98	2	98	101
37	Cc1ccc(-c2nnn(CCC(=O)NC3CCCC3)n2)cc1	98	102	0.2	14	100	36	.	102	20	103	105
38	Cc1cccc(N2CCN(c3nnnn3-c3ccccc3)CC2C)c1 (stereo not given)	99	98	0.9	10	100	10	.	98	4	99	103
39	CC(C)CC(C(=O)N1CCc2ccccc2C1)N1C(=O)c2ccccc2C1=O (stereo not given)	99	104	2.5	17	109	11	-15	106	3	109	105
40	O=C(COc1ccc(Cl)cc1)NCc1nnc(SCC(=O)N2CCCc3ccccc32)o1	96	100	1.5	13	101	10	.	101	6	100	100
41	O=C(NNC1CC(=O)N(c2ccc(Cl)cc2)C1=O)c1ccccn1 (stereo not given)	99	100	-0.2	13	101	16	-27	101	-1	101	101
42	CC#CC[N+](C)(C)CCCCCCCCCCCC	97	99	0.1	17	102	8	2	100	0	101	104
43	Cc1cc(C)cc(NC(=O)NC(C)C2CCCO2)c1 (stereo not given)	96	100	0.8	10	105	58	-3	100	2	96	100
44	O=S(=O)(Nc1ccc(-c2nc3ccccc3o2)cc1)c1ccccc1	99	101	0.0	7	96	24	20	98	9	96	99
45	CN(C(=O)COC(=O)c1cccnc1Nc1cccc(C(F)(F)F)c1)C1CCS(=O)(=O)C1 (stereo not given)	99	99	1.0	7	102	21	6	101	25	100	101
46	Cc1ccc(S(=O)(=O)CC(O)COc2ccc(C#N)cc2)cc1 (stereo not given)	96	99	0.4	6	95	10	.	96	1	98	100
47	S=C(NCc1ccccc1)NCc1cccc(CNC(=S)NCc2ccccc2)c1	102	102	-1.0	7	95	7	20	99	-12	98	101
48	CCc1nc(C)c(-c2ccccc2)c(=O)[nH]1	101	98	0.0	7	96	65	.	101	3	102	102
49	CNS(=O)(=O)c1cccc(C(=O)OCC(=O)Nc2sc3c(c2C#N)CCCCC3)c1	96	94	0.3	12	98	19	-16	98	4	99	99
50	Cc1cc(Oc2ccc(C#N)cc2)nc(NCc2ccccc2)n1	102	100	1.8	23	100	25	.	101	26	104	109
51	CC1(C)CN(c2ccc(CC#N)cc2)C1=O	96	97	-2.3	8	96	14	-17	95	36	95	101
52	Cc1ccc(CN(CC2CCCO2)C(=O)CN2C(=O)C(C(C)C)Oc3ccccc32)o1 (stereo not given)	98	98	0.9	4	96	9	-10	98	1	99	101
53	COC(=O)c1c(NC(=O)c2ccco2)sc2c1C(C(=O)OC)CC2 (stereo not given)	96	97	0.8	35	98	14	.	98	3	98	93
54	O=C(Cn1c(=O)sc2ccccc21)Nc1ccc(S(=O)(=O)N2CCCCC2)cc1	100	98	0.1	.	96	17	1	101	1	101	103

From PubChem
